Screening results as filed in PubChem BioAssay.
LGR2 antag – Drosophila LGR2 receptor signaling inhibition | hit rate 0.35% among 380,000 | AID 720647 | inhibition, % at 9.99 µM | HEK293 LGR2, CRE-luciferase, bursicon-stimulated, 4 h;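 active = drop in luminescence signal, shown as inhibition above about 50% in the replicate tests, limit read from the data, passing the limit was not always enough; inconclusive = probably only some replicates passing the limit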;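 note: agonist challenge used bursicon conditioned medium at about half maximal strength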
DENV2 CPE – inhibitors of DENV2 cytopathic effect; hit rate 1.7% among 350,000; DENV2-infected cells, cytopathic effect rescue, plate reader; CPE inhibition, % at 9.99 µM; in the data active = CPE inhibition above about 20%, passing the limit was not always enough; inconclusive = no clear call, values can overlap the other calls; tested in BHK-21 cells;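 note: 0% = median of neutral control wells and 100% = median of positive control wells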
PAX8 inh HTS – lowers PAX8-driven luciferase in RMG-I cells; RMG-I TPO-luciferase reporter, SteadyGlo, 24 h; inhibition, % at 12.6 µM; hit rate 1.2% among 360,000; AID 652154;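 active = mean replicate inhibition at least 60% with every replicate also reaching 60%; inconclusive = only one of the two criteria is met; inactive = mean below 60% and not all replicates reaching 60%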;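 note: luciferase light reporting Pax8 driven TPO promoter activity; plate controls were median of neutral control wells for no effect and mitoxantrone controls for full effect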
SIRT5 block – blocks human SIRT5 desuccinylation of peptide | Purified SirT5, succinyl-peptide AMC, trypsin-coupled fluorescence | hit rate 1.1% among 330,000 | inhibition, % at 15 µM; in the data active = inhibition above about 15%; inconclusive = no clear call, values can overlap the other calls
Target sequence (Q9NXA8 whole entry, looked up): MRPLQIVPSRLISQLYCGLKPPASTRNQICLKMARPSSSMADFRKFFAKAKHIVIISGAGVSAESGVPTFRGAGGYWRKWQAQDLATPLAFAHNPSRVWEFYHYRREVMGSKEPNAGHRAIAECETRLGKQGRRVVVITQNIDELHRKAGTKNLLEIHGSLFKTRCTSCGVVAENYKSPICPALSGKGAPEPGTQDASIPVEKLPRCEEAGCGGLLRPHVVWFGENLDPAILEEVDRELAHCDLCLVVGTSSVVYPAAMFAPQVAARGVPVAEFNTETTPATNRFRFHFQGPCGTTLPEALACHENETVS
ARNT TACC3 PPI – ARNT/TACC3 interaction disruption; inhibition, % at 9.99 µM; hit rate 0.66% among 390,000; AlphaScreen His-ARNT PAS-B/GST-TACC3 binding, luminescence; TACC3 fragment carries E629A point mutation; Q9Y6A5;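 active = mean inhibition of replicates at least 50% and at least half of replicates each reaching 50%; inconclusive = half or more replicates reach 50% but mean below 50%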;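 note: 0% = complete ARNT plus TACC3 wells and 100% = ARNT alone without TACC3; many hits fall short of the cut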
Casp6 inh – inhibitors of human caspase-6; purified caspase-6, Z-VEID-R110 cleavage fluorescence; inhibition, % at 12.5 µM; hit rate 0.53% among 350,000;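 active = mean inhibition across replicates at least about 35%, with every replicate also reaching that limit, limit read from the data; inconclusive = only one of the two criteria met; inactive = neither criterion met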;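 note: 0% = median of neutral control wells and 100% = no fluorescence left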
Target sequence (P55212 24-179 limits assumed): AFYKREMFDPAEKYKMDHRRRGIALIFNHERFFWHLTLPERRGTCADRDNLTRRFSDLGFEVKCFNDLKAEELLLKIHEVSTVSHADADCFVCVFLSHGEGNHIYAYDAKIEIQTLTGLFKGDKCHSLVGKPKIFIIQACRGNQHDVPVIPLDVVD
Target sequence (P55212 194-293 limits assumed): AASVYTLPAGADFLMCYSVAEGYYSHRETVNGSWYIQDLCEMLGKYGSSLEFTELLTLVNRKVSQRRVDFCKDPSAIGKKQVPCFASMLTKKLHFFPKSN
EWS-Fli block – inhibitors of EWS/Fli oncoprotein transcriptional activity | A673 NR0B1-luciferase reporter, viability-normalised | inhibition, % at 12.6 µM | hit rate 0.67% among 350,000;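 active = mean inhibition of at least 50% after viability correction, with every replicate also passing that limit; inconclusive = mean reaches 50% but only one of two replicates passes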;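 note: firefly luciferase signal divided by Alamar Blue viability fluorescence both relative to DMSO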
Starred values were filed as active, the others as inactive; ? = inconclusive; / = not tested or not shown; & = joins results of further samples; ! = a repeat was not active. Compounds were not picked by outcome; 4.9% or so of the library scored in one or more.

SMILES	LGR2 antag	DENV2 CPE	PAX8 inh HTS	SIRT5 block	ARNT TACC3 PPI	Casp6 inh	EWS-Fli block
CCCNC(=O)C[C@H]1CC[C@@H]2[C@H](COC[C@@H](O)CN2C(=O)c2ccccn2)O1	-5.9&-16.2	88.9*!	-15.4&-16.2	4.6	8.0	-2.9&1.7	6.3&2.9
Cn1c(N)c(C(=O)COC(=O)c2cc3ccccc3cc2O)c(=O)n(C)c1=O	-0.7	-6.7	1.0	/	-4.3	-2.4	-9.1
CCN(CC)CCOc1ccc2c(c1)C(=NNC(=O)c1ccccn1)c1cc(OCCN(CC)CC)ccc1-2	7.7	14.3	-5.3	-3.3	58.8*	0.0	9.3
CN1CCC(=O)N([C@H](CSc2ccc(Br)cc2)c2ccccc2)CC1	-54.2	5.9	-120.3	2.6	-1.7	-3.4	-89.5
CCCCCCCC(=O)OC(CN1CCCCC1)CN1CCCC1=O (configuration not stated)	6.4	-4.1	/	9.1	-1.6	-1.8	-2.1
CCCCC1NC(=S)N(C2CCCCC2)C1=O (configuration not stated)	-9.3	1.4	-4.5	-1.9	-1.4	2.1	9.0
Cn1cnnc1Sc1cc(N2CCN(S(=O)(=O)c3ccccc3)CC2)ccc1[N+](=O)[O-]	/	4.3	12.4	-1.5	2.8	6.0	3.3
Cc1ccc(S(=O)(=O)Nc2ccc3c(c2)C(=O)N([C@H](C)CO)C[C@H](C)[C@H](CN(C)C(=O)CCCN(C)C)OCCCC[C@H](C)O3)cc1	8.8	1.0	10.8	-2.7	-4.4	-2.3	-2.4
CO[C@@H]1CN(C)C(=O)c2cc(NC(=O)C3CC3)ccc2OC[C@H](C)N(C(=O)c2ccccc2)C[C@H]1C	-8.4	-1.1	-8.0	-1.2	-8.9	-2.7	4.6
CN(CCC#N)C(=O)COC(=O)c1c2c(nc3ccccc13)/C(=C\c1ccco1)CC2	23.0	1.4	-24.4	0.8	0.8	14.3	-32.3
C=CCSc1nc2c(c(=O)[nH]c(=O)n2C)n1Cc1ccc(C)cc1	6.8	3.0	-2.4	-3.9	1.3	-2.3	12.0
COc1ccc(C(=O)COC(=O)Cn2cnc3c2c(=O)n(C)c(=O)n3C)c(OC)c1	-2.8	-2.7	3.0	-2.2	2.3	-0.5	/
CC(Sc1nnc2ccccn12)C(=O)NCc1ccc2c(c1)OCO2 (configuration not stated)	-10.4	-2.4	-31.6	-0.5	-3.8	-0.6	-1.4
C[C@@H]1CN([C@@H](C)CO)C(=O)Cc2cc(NC(=O)Nc3ccc(F)cc3)ccc2O[C@H]1CN(C)S(=O)(=O)c1ccc(Cl)cc1	1.4	0.5	-5.7	12.4	-5.2	-6.2	-0.9
O=C1NC(=O)/C(=C\c2ccc(OCc3ccccc3)cc2)S1	-1.2	9.2	-55.9	-3.8	/	-2.0	-4.9
Cc1cc(/C=C(\C#N)C(=O)OCC(=O)N(C)c2c(N)n(Cc3ccccc3)c(=O)[nH]c2=O)c(C)n1CC(C)C	-9.6	?	-27.3	/	/	1.0	-9.4
CCCC(=O)N1CC2(CN(C(=O)C3CC3)C2)c2c(n(C)c3cc(OC)ccc23)[C@@H]1CO	6.9	0.3	8.6	6.8	/	0.1	1.3
CCc1ccc(N(C(=O)CNC(=O)c2cccs2)C(C(=O)NC(C)(C)C)c2cc(OC)c(OC)c(OC)c2)cc1 (configuration not stated)	-1.1	0.2	/	-2.8	5.1	1.7	6.0
CC(C)CC#Cc1ccc2c(c1)O[C@H](CN(C)C(=O)CN(C)C)[C@@H](C)CN([C@H](C)CO)S2(=O)=O	10.5	-1.0	/	-6.7	-0.5	-3.8	1.6
Cc1cc(C(=O)C(C)OC(=O)c2cnccn2)c(C)n1-c1ccccc1 (configuration not stated)	-1.0	2.9	-36.8	-1.2	/	-0.4	-32.8
C[C@H]1CCCCO[C@@H](CN(C)C(=O)c2ccccc2)[C@@H](C)CN([C@@H](C)CO)C(=O)c2cc(NC(=O)C3CCCCC3)ccc2O1	-3.1	1.6	-30.2	-0.9	-11.3	-2.2	-11.7
Cc1noc(C)c1NC(=O)Nc1ccc2c(c1)C(=O)N([C@H](C)CO)C[C@@H](C)[C@H](CN(C)S(=O)(=O)c1ccc(F)cc1)OCCCC[C@H](C)O2	9.7	-3.2	-11.5	-1.0	-1.9	-0.1	-4.2
O=C(O)c1cc(C(=O)C2CCCCC2)c[nH]1	-16.6	-0.6	2.3	0.4	-2.1	4.3	7.0
O=[N+]([O-])c1ccc(Cl)c(S(=O)(=O)Nc2ccc(-c3ccc(N4CCOCC4)nn3)cc2)c1	8.1	-9.8	-6.9	7.9	-1.1	-2.5	5.9

With a hit mark in DENV2 CPE (from the list above):
Structure	LGR2 antag	DENV2 CPE	SIRT5 block	ARNT TACC3 PPI	Casp6 inh
CCCNC(=O)C[C@H]1CC[C@@H]2[C@H](COC[C@@H](O)CN2C(=O)c2ccccn2)O1	-5.9&-16.2	88.9*!	4.6	8.0	-2.9&1.7

Later entries:
SMILES	LGR2 antag	DENV2 CPE	PAX8 inh HTS	SIRT5 block	ARNT TACC3 PPI	Casp6 inh	EWS-Fli block
Nc1ccc2nc3n(c(=O)c2c1)CCC3	-13.5	-9.8	-10.7	/	10.0	1.1	-6.4
S=c1[nH]nc(-c2ccc3ccccc3n2)n1-c1ccccc1	2.7	4.0	16.7	-3.4	-22.4	-6.7	5.1
COCCn1c(-c2ccc(Br)cc2)csc1=Nc1cccnc1	1.6	6.1	10.4	3.6	3.7	/	20.9
CCCN1[C@@H]2Cn3c(ccc(-c4ccc(F)cc4)c3=O)[C@H]1[C@@H](C(=O)NCCOC)[C@@H]2CO	3.5	?	/	-2.4	-0.8	0.8	4.1
O=C(NCc1ccccc1C(F)(F)F)C1CC(O)CN1C(=O)Nc1ccccc1 (configuration not stated)	6.1	1.9	26.4	2.0	-1.9	-4.5	-0.9
Cc1c(C)c2c(OCC(=O)NCc3ccncc3)cc3c(c2oc1=O)CCC(C)(C)O3	-6.7	-3.3	/	/	-1.2	-1.4	2.3
CCc1ccc(N(CC(=O)NC(C)C)C(=O)CCC(=O)Nc2nccs2)cc1	/	12.4	-10.5	-4.0	-1.3	4.3	0.2
Cc1ccccc1CN1C(=O)c2ccccc2C1c1nnnn1Cc1ccccc1 (configuration not stated)	-1.5	-7.2	17.4	-1.6	/	2.8	8.9
C[C@@H]1CN([C@H](C)CO)C(=O)Cc2cc(NC(=O)C3CCCCC3)ccc2O[C@@H]1CN(C)Cc1ccncc1	-9.0	0.1	/	-1.4	8.1	-1.6	-0.5
CC(C)Cc1nnc(NC(=O)CCC(=O)N2CCN(Cc3ccccc3)CC2)s1	0.7	5.4	-14.9	-0.2	-0.8	0.9	1.5
CC(=O)N1CCN(c2ccc(N3CCN(C(C)=O)[C@H](C)C3)c(C)c2)[C@@H](C)C1	1.8	-4.3	-11.0	-1.8	/	-2.4	12.7
O=C(COc1ccc(Cl)cc1)Nc1ccccc1C(=O)NCc1cccnc1	8.5	-4.1	16.7	-8.2	-3.5	-2.8	/
CCCCCn1c(=O)c(-c2nc3ccccc3[nH]2)c(O)c2ccccc21	/	-4.3	-22.5	-14.5	/	-1.3	-4.1
CCCCn1c(N)c(N(CC(C)C)C(=O)c2ccc(S(=O)(=O)N3CCC(C)CC3)cc2)c(=O)[nH]c1=O	25.0	4.2	-2.5	-0.8	2.0	-8.2	-4.2
O=C1c2ccc(Cl)cc2S(=O)(=O)c2cccc(C(=O)N3CCC(Cc4ccccc4)CC3)c21	?	?	-7.1	0.6	2.0	0.7	10.2
CCCNC(=O)C[C@@H]1CC[C@H]2[C@@H](COC[C@@H](O)CN2Cc2ccccc2F)O1	3.2	0.6	-1.3	-4.2	-2.9	1.9	-4.1
Cc1cc(NC(=O)CSc2nnc(C)n2-c2ccccc2C)no1	-9.6	-1.1	-3.3	-1.9	1.3	-0.9	4.0
Cc1ccc(NC(=O)CN(C)C(=O)/C=C/c2cccc(F)c2)cc1	2.3	8.0	5.3	-3.0	1.1	1.1	-5.6
Cc1noc(C)c1NC(=O)Nc1ccc2c(c1)CC(=O)N([C@H](C)CO)C[C@H](C)[C@H](CN(C)Cc1ccccc1)O2	-14.9	-3.5	-30.3	0.4	6.7	0.2	2.8
COc1ccc(OCC(=O)Nc2ccc3c(c2)nc(CCN2CCN(c4ccccn4)CC2)n3C)cc1	10.1	?	17.0	-7.9	/	-3.5	1.5
C[C@H]1CCCCO[C@H](CN(C)Cc2ccc3c(c2)OCO3)[C@@H](C)CN([C@@H](C)CO)C(=O)c2cc(NS(=O)(=O)c3ccc(Cl)cc3)ccc2O1	-14.8	2.9	20.9	4.2	11.7	-1.6	18.2
CCOCCCNC(=O)C1(O)c2cc(Br)ccc2NC(=O)N1c1ccc(C)c(C)c1 (configuration not stated)	-18.5	0.6	5.4	-1.2	-5.2	-1.0	8.3
COc1cccc(N2CCN(c3ccc4nnc(CCC(=O)Nc5ccc(F)cc5F)n4n3)CC2)c1	12.4	-3.8	-6.9	-0.2	-1.4	-2.7	-23.3
Cc1cccc(NC(=O)CSc2nnc(-c3ccc(S(=O)(=O)N4CCCC4)cc3)o2)c1	-8.3	6.2	/	-0.9	7.8	0.7	3.1
COC(=O)CN(c1ccc(Cl)cc1C)S(C)(=O)=O	15.5	2.8	1.3	-0.7	-1.8	1.0	4.0
O=C(NC1CC(=O)N(c2cccc(F)c2)C1)C(=O)c1c[nH]c2ccccc12 (configuration not stated)	7.9	3.0	14.6	-3.6	-19.8	-2.0	-15.6
O=c1[nH]c(-c2ccccc2)nc(CN2CCCCC2)c1O	2.0	-2.0	8.9	-2.9	22.6	1.3	-3.5
Cc1ccc(C(O)c2ncc(-c3ccccc3Cl)[nH]2)cc1 (configuration not stated)	-6.5	0.7	-53.0	/	/	1.1	-36.7
C[C@@H]1CN([C@H](C)CO)C(=O)Cc2cc(NC(=O)Cc3cn(C)c4ccccc34)ccc2O[C@H]1CN(C)CC1CC1	-5.9	-1.8	/	1.1	5.1	/	-5.5
O=C(O)C1=C[C@@H](c2ccc(Br)cc2)C[C@@H](OCc2ccc(CO)cc2)O1	9.6	-10.7&-12.7	-21.6&-9.6	0.2	-0.6&-3.2	0.2&0.0	-4.3&-1.5
Cc1ccc(C)c(C(=O)OCC(=O)NC(=O)NCc2ccccc2)c1	0.4	4.5	-9.3	/	/	-1.7	-6.5
COc1ccc(CNC(=O)c2cc(COc3c(F)cccc3F)on2)cc1OC	18.1	-0.8	-2.0	-0.2	-7.1	1.5	-15.9
C[C@H]1CN([C@@H](C)CO)C(=O)Cc2cc(NS(=O)(=O)c3cn(C)cn3)ccc2O[C@@H]1CN(C)C(=O)NC1CCCCC1	-0.7	0.0	-3.8	/	-2.8	/	-0.3
CNC[C@H]1Oc2ccc(NS(=O)(=O)c3cccs3)cc2CC(=O)N([C@@H](C)CO)C[C@@H]1C	3.3	3.4	/	-0.1	-1.0	-2.5	-4.7
Cc1ccc(S(=O)(=O)Nc2ccc3c(c2)CC(=O)N([C@@H](C)CO)C[C@H](C)[C@H](CN(C)S(=O)(=O)c2ccc(F)cc2)O3)cc1	13.7	-8.6	-4.1	/	5.8	/	14.6
CCCNC(=O)N1CC2(CCN(C)CC2)c2c([nH]c3cc(OC)ccc23)[C@@H]1CO	6.8	0.7	/	/	/	/	-4.7
C[C@H](CO)N1C[C@H](C)[C@@H](CN(C)Cc2ccccc2)OCCCC[C@H](C)Oc2ccc(NC(=O)C3CCCCC3)cc2C1=O	0.7	-2.3	-3.3	2.6	-0.4	-0.7	8.8
O=C1CN(C(=O)COC(=O)CCNS(=O)(=O)c2ccc(Cl)cc2)c2ccccc2N1	-16.1	0.0	-8.9	-0.7	-8.5	1.1	-3.1
O=C(COC(=O)CCC(=O)c1cccs1)Nc1ccccc1C(F)(F)F	1.3	-0.9	-3.2	-2.3	5.2	-2.2	0.8
OCCOCCOc1ccc(-c2nn[nH]n2)cc1	-5.9	-2.6	6.5	-3.2	-2.3	-4.3	3.9
COC(=O)C1=C(C(=O)OC)[C@@H]2N(C)c3ccccc3[C@@]23C[C@@H](C(=O)OC)N(C(=O)c2ccc(Br)cc2)C3=N1	-14.9	?	-22.1	-5.1	3.6	3.8	-1.6
